# Assay outcomes deposited in PubChem by National Center for Advancing Translational Sciences (NCATS).
# DRD3 agonist: D3 dopamine receptor (human) agonism; P35462; D3R DiscoveRx beta-arrestin cells, luminescence, 90 min; max activation, %; 410,000 compounds, 0.58% hits; in the data active means max activation above about 30%; further: 0% is about no effect; mostly tested at two doses, the higher about 12 µM
#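 Agonist-mode cell screen: cells plated at 1500/well and incubated overnight at 37 °C, then exposed to library compounds for 90 min at 37 °C. Detection reagent was added for 30–60 min at room temperature, and luminescence was read.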
# PLK1 PBD block: inhibitors of human PLK1 polo-box domain binding; 360,000 compounds, 2.8% hits; Potency, µM, without a hit: max response, negative = inhibition, usual class: inhibitors; AID 720504; P53350; Plk1 PBD binding of FITC phosphopeptide, fluorescence polarization; further: potency means the concentration at half of the fitted maximal effect; series mostly up to about 57 µM; on the % scale 0 is the no-effect control and ±100 the full control effect; nearly all actives have a fitted effect of over 65% in size
# Target sequence (P53350 whole entry, looked up, the tested form may be a part): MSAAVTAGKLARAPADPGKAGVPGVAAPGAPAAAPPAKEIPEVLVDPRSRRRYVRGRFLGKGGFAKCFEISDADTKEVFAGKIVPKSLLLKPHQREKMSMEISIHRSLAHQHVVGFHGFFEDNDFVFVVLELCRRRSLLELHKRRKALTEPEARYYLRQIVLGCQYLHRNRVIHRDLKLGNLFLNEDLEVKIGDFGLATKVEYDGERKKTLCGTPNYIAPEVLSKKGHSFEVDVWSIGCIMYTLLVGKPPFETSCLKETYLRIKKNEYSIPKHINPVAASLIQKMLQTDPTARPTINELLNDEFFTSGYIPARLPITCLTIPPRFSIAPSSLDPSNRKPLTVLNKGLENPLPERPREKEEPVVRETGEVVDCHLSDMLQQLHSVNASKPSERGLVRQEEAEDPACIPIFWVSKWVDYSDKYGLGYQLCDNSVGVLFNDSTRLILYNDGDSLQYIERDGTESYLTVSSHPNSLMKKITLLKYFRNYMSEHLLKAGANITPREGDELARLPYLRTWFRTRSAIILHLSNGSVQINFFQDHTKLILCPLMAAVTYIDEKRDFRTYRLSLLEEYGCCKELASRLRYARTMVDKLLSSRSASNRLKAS
# WRN inhibitor: WRN helicase (human) inhibition; WRN helicase unwinding, fluorescent forked duplex, kinetic; 360,000 compounds, 0.46% hits; Q14191; Potency, µM (highest dose often 114 µM), for inactives: top-dose activity change, negative = inhibition, usual class: inhibitors; AID 651768; further: potency means the concentration at half of the fitted maximal effect; on the % scale 0 is the no-effect control and ±100 the full control effect; nearly all actives have a fitted effect of over 55% in size
#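 Primary qHTS, 1536-well format. 20 nM WRN + compound, 15 min RT; start with 100 nM forked fluorophore/quencher duplex, 2 mM ATP (final); kinetic read ex 525/em 598 nm.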
# GLP-1R inv ag: acts as inverse agonist at human GLP-1 receptor; P43220; HEK293 GLP-1R CRE-luciferase, luminescence, 24 h; GLP-1R form is constitutively active; Potency, µM (top dose mostly 38.3 µM), inactives show at the highest dose activity change, negative = inhibition, most hits filed as inhibitors; 410,000 compounds, 1.6% hits; further: potency means the concentration at half of the fitted maximal effect; on the % scale 0 is the no-effect control and ±100 the full control effect; nearly all actives have a fitted effect of over 55% in size
#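 qHTS in 1536-well format: reporter HEK293 cells expressing constitutive GLP-1R activity in DMEM + 10% Nu serum, 24 hr with compounds at 37 deg C, luminescence read after 12 min with detection reagent.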
# IL2 activator: IL-2 activation; AID 652025; IL-2 activation reporter assay, cell-based qHTS; stimulated with anti-CD3/CD4/CD28 beads; in transgenic mouse T cells; activation, % (series mostly up to about 46 µM); 360,000 compounds, 0.065% hits; in the data active means activation above about 50%; inconclusive means mostly about 30% to 49%; further: 0% is about no effect
#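 Readout is EGFP and DsRed signal by fluorescent plate cytometry after 18 h at 37 degrees C. Transgenic mouse T cells (750/well) received compound for 60 min before bead stimulation (anti-CD3, anti-CD4, anti-CD28); memory T cells served as non-tolerant control.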
# HEK293 tox: cytotoxicity counter-screen for GLP-1 receptor inverse agonists; HEK293 cAMP-luciferase reporter cells, luminescence, 24 h; Potency, µM (top dose mostly 38.3 µM), inactives show at the top dose activity change, negative = inhibition, hits mostly inhibitors; 410,000 compounds, 0.13% hits;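 further: loss of luciferase light is scored as toxicity; potency means the concentration at half of the fitted maximal effect; on the % scale 0 is the no-effect control and ±100 the full control effect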
#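 Here, cytotoxicity is scored as loss of luminescence. The MLSMR collection was tested on cells seeded in medium containing 10% Nu serum, with a 24 hr compound exposure preceded by 12 hours of culture.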
# PI5P4K alpha inh: PI5P4K alpha (human) kinase inhibition | P48426 | PI5P4Kalpha enzyme, ADP-Glo luminescence, 60 min; active compounds read low | max response, % | 330,000 compounds, 1.2% hits | AID 652105; active means max response of -50% or lower; inconclusive means between -30% and -50%; inactive means -30% or higher; further: value at the top dose of about 77 µM; on the % scale 0 is the no-effect control and ±100 the full control effect
# Target sequence (P48426 whole entry, looked up): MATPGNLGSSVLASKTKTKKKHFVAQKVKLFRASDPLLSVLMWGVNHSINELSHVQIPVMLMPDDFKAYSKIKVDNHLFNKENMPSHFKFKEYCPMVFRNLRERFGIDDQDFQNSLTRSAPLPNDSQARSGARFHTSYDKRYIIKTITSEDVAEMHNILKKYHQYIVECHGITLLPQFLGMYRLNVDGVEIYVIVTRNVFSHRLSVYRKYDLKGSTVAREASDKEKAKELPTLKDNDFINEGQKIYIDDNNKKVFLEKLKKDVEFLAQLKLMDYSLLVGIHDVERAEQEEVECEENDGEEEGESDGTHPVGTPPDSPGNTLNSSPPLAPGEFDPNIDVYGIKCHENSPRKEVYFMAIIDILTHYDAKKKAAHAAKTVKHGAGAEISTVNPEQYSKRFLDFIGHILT
#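 Luminescence from ADP-Glo served as readout of PI5P4Kalpha activity in a qHTS format. Reaction: enzyme, substrate, compound, ATP at 5 microM final, 60 min at RT.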
# DRD3 antagonist: antagonists of human D3 dopamine receptor. P35462. D3R cells, DiscoveRx beta-arrestin luminescence, antagonist mode; active compounds read low. max response, negative = inhibition, %. 360,000 compounds, 2.5% hits. AID 652054; in the data active means max response below about -50%; inconclusive means no clear call, values can overlap the other calls; further: on the % scale 0 is the no-effect control and ±100 the full control effect; mostly tested at two doses, the higher about 12 µM
#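 Cells plated overnight at 1500 cells/well, then exposed to library compounds with dopamine controls for 90 minutes at 37 degrees C. DiscoveRx reagent added for 30–60 minutes at room temperature; luminescence read, quantitative HTS format.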
# GLP1R ag: GLP-1 receptor (human) agonism | Potency, µM (top dose mostly 45.6 µM), for the others: at the highest dose activation, hits mostly activators | AID 624172 | HEK293 GLP-1R CRE-luciferase, luminescence, 4-6 h; cells express a hypersensitive GLP-1R form | P43220 | 380,000 compounds, 0.007% hits; further: potency means the concentration at half of the fitted maximal effect; % of control where 0% means no effect
# An asterisk follows results filed as active; ? = inconclusive; nt = not tested or not shown; & = joins results of further samples; [ ] = dose if it differs, or a comment. Unless noted, the call rests on the fitted dose curve; in most records, active means well fitted curve in the direction sought with a large enough effect; inconclusive means small, poorly fitted or top-dose-only effect, or another doubt; inactive means no such curve, though single readings can be large; an effect the other way counts as inactive or inconclusive.
compound	DRD3 antagonist	HEK293 tox	WRN inhibitor	GLP1R ag	PLK1 PBD block	DRD3 agonist	PI5P4K alpha inh	GLP-1R inv ag	IL2 activator
O=C(/C=C/c1ccccc1Cl)N1CCCN(C(=O)/C=C/c2ccccc2Cl)CC1	-11	2%[1.53 µM]	?	9%	3%	-12	-2	4%	1.1
COC(=O)c1ccc(S(=O)(=O)NCc2ccc(OC)cc2)n1C	12	15%	-29%	7%	-13%	5	-2	8%	-0.3
COc1ccc(N2CCN(c3ncnc4sc(C(=O)NCC5CCCO5)c(C)c34)CC2)cc1 (stereo unspecified)	-22	8%	2%	10%	-4%	-10	8	?	1.0
CC(C)[C@H](NS(=O)(=O)c1cccc(Cl)c1)C(=O)OCC(=O)N1CCN(c2ccccc2)CC1	1	-13%	3%	0%	-6%	4	-2	?	-0.4
CN1C=Nc2c(ncn2C2CCC(CO)O2)C1O (stereo unspecified)	5	2%	0%	-2%	-9%	8	1	30%	-0.3
COc1cc(OC)cc(C(=O)Nc2nnc(SCC(=O)NCc3ccco3)s2)c1	-18	-13%	-4%	7%	-10%	-1	-7	27%	-1.7
O=C(CNc1cccc(C(F)(F)F)c1)N/N=C/c1cccc(Br)c1	11	-12%	5%	0%	0%	2	3	?	-0.8
CNC(=S)N1CCn2cccc2C1c1ccc(F)cc1 (stereo unspecified)	9	-5%[0.307 µM]	3%	-4%	-8%	5	0	-21%[0.307 µM]	-0.3
COc1ccc(CNC(=O)COc2ccc(C)nc2[N+](=O)[O-])cc1	0	-2%	5%	22%	-13%	-6	0	62%[activator]	-2.3
CC(C)Oc1ccc(C(=O)Nc2c(C(=O)Nc3cccc(F)c3)oc3ccccc23)cc1	nt	-4%	nt	0%	nt	4	nt	9%	nt
COc1cc(NC(=O)Cn2c(=O)n(-c3ccccc3)c(=O)c3c4c(sc32)CCCC4)cc(OC)c1	nt	1%	nt	-1%	nt	6	nt	2%	nt
CCNC(=O)NCCNC(=O)c1cc(OCC(F)(F)F)ccc1OCC(F)(F)F	-11	-8%	1%	11%	-2%	4	-3	17%	0.3

# (next part)
compound	DRD3 antagonist	HEK293 tox	WRN inhibitor	GLP1R ag	PLK1 PBD block	DRD3 agonist	PI5P4K alpha inh	GLP-1R inv ag	IL2 activator
COC(=O)c1ccccc1NC(=S)NC(=O)c1ccc(C)cc1	-14	-4%	-31%	0%	?	-9	3	0%	-2.6
CC(=O)Nc1ccc2ccccc2c1[N+](=O)[O-]	-6	?	-4%	10%	-8%	-9	0	-14%	-0.1
COc1ccc(C)cc1NC(=O)C1CCCN(S(=O)(=O)c2ccc3c(c2)oc(=O)n3C)C1 (stereo unspecified)	nt	-17%	nt	1%	nt	3	nt	-13%	nt
CCOC(=O)C1CCN(S(=O)(=O)c2ccc3c(c2)N(C(C)=O)CC(C)S3)CC1 (stereo unspecified)	14	-6%	2%	-3%	19µM*	-8	-23	-9%	-4.7
Cc1nnc2c(NCC(C)c3ccccc3)nc3ccccc3n12 (stereo unspecified)	33	-1%	3%	-4%	5%	6	5	22%	0.4
Cc1ccc(C2=CC(=O)C[C@H](c3ccc4c(c3)OCO4)C2)cc1	-7	-6%	-10%	17%	-7%	-9	12	?	0.3
O=C(CCCN1C(=O)/C(=C\c2ccccc2)SC1=S)Nc1ccc(C(=O)O)cc1	-2	-15%	-7%	3%	-21%	-6	-6	-10%	0.4
CC(C)c1ccc(NC(=O)Nc2nnc([C@@H]3C[C@H](O)[C@@H](CO)O3)s2)cc1	-21	-11%	-5%	-3%	-5%	-7	-2	8%	-0.4
O=C(CSc1cccc[n+]1[O-])Nc1ccc(Cl)cc1F	-1	6%	9%	-3%	1%	2	6	5%	0.0
COc1cc(C(=O)O)nc(OC)n1	2	10%	-11%	0%	?	-3	-16	-8%	2.7
C#CCNc1c(C)c(C)nc2ncnn12	14	-2%	3%	1%	-2%	1	nt	94%[activator]	-1.2
O=C(Cn1cc([N+](=O)[O-])cn1)Nc1ccn(Cc2c(F)c(F)c(F)c(F)c2F)n1	-14	-13%	-4%	0%	-4%	-22	nt	0%	0.3

# Further structures
compound	DRD3 antagonist	HEK293 tox	WRN inhibitor	GLP1R ag	PLK1 PBD block	DRD3 agonist	PI5P4K alpha inh	GLP-1R inv ag	IL2 activator
CC1CCN(C(=O)CC(NC(N)=O)c2ccccc2Cl)CC1 (stereo unspecified)	-5	5%	-33%	3%	-8%	-13	2	1%	-2.9
COC(=O)C1=C(C)N(c2ccccc2)/C(=C/c2ccco2)C1=O	2	-4%	0%	9%	47%[activator]	-7	7	1%	3.2
O=C(NC(=S)NCc1ccco1)c1ccccc1[N+](=O)[O-]	-1	0%	-6%	-1%	-5%	3	10	9%	0.4
Cc1cccc(C)c1-n1nnnc1C1c2ccccc2C(=O)N1CCCN1CCOCC1 (stereo unspecified)	10	-1%	-2%	5%	-5%	3	8	19%	-0.5
COc1ccc(N2CCN(C3CCCN(C(=O)c4ccoc4)C3)CC2)cc1 (stereo unspecified)	16	3%	-16%	-1%	0%	3	1	5%	-3.8
CCOc1ccc(CN2CCN(CC3=Cc4cccc(OC)c4OC3)CC2CCO)cc1 (stereo unspecified)	-4	0%	-6%	15%	-3%	-1	0	?	-0.5
CCOc1ccc(NS(=O)(=O)c2cc(OCC(N)=O)c(C)cc2Cl)cc1	-1	4%	-18%	2%	-13%	-3	2	25%	-0.8
Cc1ccc(-n2c(SCC(=O)N3CCCCC3)nc(O)cc2=O)cc1	5	-1%	-12%	-1%	-1%	3	2	23%	0.1
O=C(N/N=C/c1ccccc1C(=O)O)c1cc(-c2ccc3c4c(cccc24)CC3)n[nH]1	-3	-3%	-31%	6%	-21%	2	-11	105%[activator]	1.4
COc1ccc(C2CC(c3ccc(OC)cc3O)=NN2C(=O)c2ccccc2)cc1 (stereo unspecified)	7	-1%	-8%	11%	3%	5	14	4%	-0.6
C/C(O)=c1/ccc2cccc3nc(C)nc1c23	12	343%[activator]	-26%	11%	?	7	nt	115%[activator]	-0.1
Cc1cnc(C(=O)N(c2ccc(N3CCOCC3)cc2)C2C(=O)Nc3ccccc3N=C2c2ccc3c(c2)OCO3)cn1 (stereo unspecified)	11	-6%	2%	14%	-7%	8	0	6%	0.0

# The results go on:
compound	DRD3 antagonist	HEK293 tox	WRN inhibitor	GLP1R ag	PLK1 PBD block	DRD3 agonist	PI5P4K alpha inh	GLP-1R inv ag	IL2 activator
COc1ccccc1CNC(=O)CCCc1nnc2n(C)c(=O)c3sccc3n12	-23	4%	-6%	-2%	-15%	-3	3	1%	2.2
Cc1ccc2c(c1)N(C(=O)CCC(=O)N1CCN(c3ccccn3)CC1)CC(C)O2 (stereo unspecified)	-12	3%	0%	-3%	-10%	2	1	?	-3.3
CS(=O)(=O)Oc1ccc2c(c1)O/C(=C\c1cccc([N+](=O)[O-])c1)C2=O	-17	10%	7%	-1%	-16%	-10	-19	8%	2.6
Cn1ccnc1C(O)c1cccc(OCc2ccccc2)c1 (stereo unspecified)	-1	3%	-2%	-2%	2%	4	-1	-9%	0.5
CCOC(=O)c1c(N)n(-c2ccccc2CC)c2nc3ccccc3nc12	nt	52%[activator]	nt	-5%	nt	-16	nt	9%	nt
COc1ccccc1NC(=O)CSc1nnc(Cc2cccn2C)n1CCc1ccccc1	5	-44%	-9%	6%	0%	-2	nt	?	-1.5
COc1ccccc1CNS(=O)(=O)c1ccc(S(=O)(=O)NC2CC2)cc1	-27	-8%	0%	5%	-10%	-31	-11	-25%	-0.6
Cc1ccc(NC(=O)Cc2nnc(SCC(=O)Nc3ccc(N4CCOCC4)cc3)n2C)cc1	-4	-7%	2%	9%	-4%	7	0	28%	-3.0
CC(=O)CSc1nnc2cc(C)c3ccccc3n12	3	-3%	4%	11%	-15%	3	11	26%	2.0
FC(F)(F)c1cccc(CC2CN(Cc3ccccc3)Cc3ccccc3N2c2cc(Cl)cc(Cl)c2)c1 (stereo unspecified)	5	2%	1%	-5%	1%	5	14	18%	4.0
O=C(Nc1ccccc1)C(O)C(O)C(=O)Nc1ccccc1 (stereo unspecified)	-11	-13%	0%	6%	-7%	-2	1	3%	1.4
Cc1ccc(S(=O)(=O)N2CCCCC2)cc1NC(=O)c1cc(F)c(F)c(F)c1F	11	-13%	4%	7%	10%	5	-1	?	0.3

# (more compounds)
compound	DRD3 antagonist	HEK293 tox	WRN inhibitor	GLP1R ag	PLK1 PBD block	DRD3 agonist	PI5P4K alpha inh	GLP-1R inv ag	IL2 activator
CC(C)NC(=O)CCCOc1ccc(Cl)cc1Cl	-16	11%	2%	5%	-6%	-12	nt	3%	-1.3
CN1CCN(Cc2nc3c(c(=O)[nH]c(=O)n3C)n2CCc2ccccc2)CC1	-6	14%	-10%	0%	3%	-7	1	-19%	-3.3
CC1CC1C(=O)Nc1nc(-c2ccccc2)cs1 (stereo unspecified)	6	-5%	1%	-3%	2%	-1	0	?	0.6
Cc1cc(C)n2ncc(C(=O)NCCc3ccccc3)c2n1	-9	0%	-9%	?	-7%	-6	-1	107%[activator]	-2.0
CCN1CCN(C(c2cccs2)C(C)NC(=O)c2c(F)cccc2F)CC1 (stereo unspecified)	-12	6%	2%	-4%	-9%	-5	nt	-25%	-1.3
COc1ccccc1CNC(=O)C(NC(=O)c1ccccc1)C(C)C (stereo unspecified)	-13	-1%	5%	-3%	2%	-7	5	-8%	-0.3
CCOC(=O)C1(CCCc2ccccc2)CCN(C(=O)c2cnn(CC)c2)CC1	-17	3%	1%	10%	-15%	10	-4	?	-4.3
c1ccc(-n2nnc(-c3cccnc3)n2)cc1	16	1%	5%	2%	-3%	-23	4	4%	-0.6
CC(C)COc1ccc(C(=O)OCCN2CCOCC2)c(O)c1	-22	12%	-6%	3%	-10%	-11	9	?	1.5
O=C(COC(=O)CSc1ccc([N+](=O)[O-])cc1)NCc1ccco1	8	-3%	-21%	-1%	?	1	-10	2%	0.1
O=C(NCc1ccccc1)c1cc2ccccc2o1	-10	-12%&-8%	-12%	21%	-3%	-6&0	3	-7%&-12%	-0.4
